# FUS suppressor = qHTS for Suppressors of FUS Proteinopathy: Primary screen using FUS-linked yeast assay; S. cerevisiae FUS-expressing, growth rescue, OD600, 24 h; Potency, µM (series often up to 76.6 µM), for inactives: at the top dose growth rescue (activation), actives largely listed as activators; hit rate 0.24% among 390,000;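 further: plate controls were DMSO vehicle for no effect and reference control for full effect; nearly all actives have a fitted effect of over 55% in size; some results filed as inactive show a strong effect at the top dose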
#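 Restored growth of FUS-toxic S. cerevisiae, read as 600 nm absorbance after 24 h at 30C in galactose medium (starting OD 0.005). Controls CP55940 and DMSO.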
# Abeta yeast res = qHTS for compounds that reverse cellular toxicity of Amyloid beta (A-beta) peptide in yeast: Primary Screen | yeast expressing A-beta42, growth rescue, OD600, 48 h; response scale: 0% DMSO, 100% iron-clioquinol control | Potency, µM (top dose mostly 46.1 µM), for inactives: at the top dose growth rescue, hits mostly activators | hit rate 0.063% among 410,000 | AID 1347071, 2019; further: nearly all actives have a fitted effect of over 55% in size
#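 Growth rescue measured by 600 nm absorbance after 48 h yeast culture at 30 C with compound. Values normalized between DMSO and an equimolar ferric chloride plus clioquinol control.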
# * marks the source's active call; other numbers are inactive results; u = inconclusive; [ ] = dose if it differs, or a comment. The call rests on the fitted dose curve; in most records, active means well fitted activation curve with a large enough effect; inconclusive means small, poorly fitted or top-dose-only effect; inactive means no such curve, though single readings can be large or run the other way. Potency means the concentration at half of the fitted maximal effect. Only part of the results is shown (hit frequency here may not be typical).
# Under each structure – FUS suppressor, Abeta yeast res
CCc1cc(C(=O)Nc2c(C)nn(Cc3ccc(C)cc3)c2C)no1
→ 12%, 3%
Cc1ccccc1Cn1cc(CCC(=O)NC(C)c2ccccc2)c2ccccc21 (stereo not drawn)
→ -10%, -16%
CCc1ccc(Oc2nc3c(C)cccn3c(=O)c2/C=C(\C#N)c2nc3ccccc3[nH]2)cc1
→ 5%, 6%
COc1ccccc1-n1nc(-c2ccccc2)c2cnc3c(F)cc(F)cc3c21
→ 24%, -12%
O=C(COc1ccc(Cl)cc1)N(Cc1ccco1)c1ccccn1
→ 9%, -4%
CCCOc1ccc(C(=O)Nc2sc3c(c2C(=O)OCC)CCCCC3)cc1
→ 2%, -4%
CC(C)CCn1c(SCc2c(F)cccc2Cl)nc2ccsc2c1=O
→ 8%, -1%
COc1cccc(C2c3c(-c4ccccc4O)n[nH]c3C(=O)N2Cc2cccnc2)c1 (stereo not drawn)
→ 13%, 4%
CCOC(=O)c1cccc(NC(=O)Cn2ncc3c4ccccc4n(Cc4ccccc4)c3c2=O)c1
→ -15%, -6%
CCOCCc1nn2c(=O)cc(COC(=O)C(CC)c3ccccc3)nc2s1 (stereo not drawn)
→ 7%, -15%
COc1ccc(-c2nc(C(=O)Nc3cccc(C(C)=O)c3)nn2-c2ccc(Cl)cc2)cc1
→ u, 0%
O=S(=O)(NCC(c1ccco1)N1CCOCC1)c1cc(F)ccc1F (stereo not drawn)
→ 6%, 12%
CCCCOc1ccc(C(=O)NCC2(N3CCN(C)CC3)CCCCC2)cc1
→ -2%, -6%
CC(=O)c1ccc(N2C(=O)N(CC(=O)c3ccc(F)cc3)c3ccccc3S2(=O)=O)cc1
→ u, 11%
COc1ccc(OC)c(NC(=O)c2c(NCc3ccc(OC)c(OC)c3)sc3c2CCC(C)C3)c1 (stereo not drawn)
→ u, -2%
O=C(COc1ccccc1)N(Cc1cccnc1)c1nc2c(F)cc(F)cc2s1
→ 3%, 8%
CN(C1CCCCC1)S(=O)(=O)c1ccc2c(c1)c(=O)c(C(=O)NCc1ccc(F)cc1)cn2C
→ -1%, -2%
CCOc1ccccc1NC(=O)c1ccc2c(Cl)c3c(nc2c1)CCCC3
→ -6%, 5%
CCc1ccc(NC(=O)N2CCOc3ccc(Cl)cc32)cc1
→ 12%, 7%
CNc1nc(Oc2ccc(=O)[nH]n2)nc(N2CCOCC2)n1
→ -12%, 17%
COc1cccc(C2=NS(=O)(=O)N(C)C(C(=O)Nc3cccc(O)c3)=C2)c1
→ 2%, -9%
CCOc1ccc(CNC(=O)c2cnc3sc(N4CCOCC4)nn3c2=O)cc1
→ -4%, -14%
COc1ccc(COC(=O)c2[nH]c3c(c2C)C(=O)CC(c2ccc(OC)c(OC)c2)C3)cc1 (stereo not drawn)
→ 38%, -10%
Cc1ccc(Cl)cc1N1CCN(C(=O)C2CCN(S(=O)(=O)c3ccc4c(c3)oc(=O)n4C)CC2)CC1
→ u, -12%
CC1CCC(NC(=O)CCc2cn(Cc3ccccc3Cl)c3ccccc23)CC1 (stereo not drawn)
→ -8%, 11%
COc1ccccc1CNC(=O)c1ccc2c(c1)nc(C)n2-c1cccc(C)c1
→ 42%, -3%
COc1ccc(N2CCN(S(=O)(=O)CCNC(=O)c3ccc(C(F)(F)F)cc3)CC2)cc1
→ 4%, -4%
COc1cccc2c1Oc1ncccc1N(c1ccc(C(=O)NCc3ccccc3Cl)s1)C2
→ 44%, -2%
Cc1ccc(C2=Nc3ccccc3N(CC(=O)Nc3cccc(F)c3)C(=O)C2)cc1C
→ 24%, -10%
CCc1ccccc1NC(=O)c1ccc(CN2C(=O)CCn3nc(C)cc32)cc1
→ 3%, -8%
CCC(=O)N1CCCc2cc(S(=O)(=O)N3CCC(C(=O)Nc4ccc(F)c(F)c4)CC3)ccc21
→ -5%, -10%
Cc1cccc(-c2noc(CN(C(C)C)S(=O)(=O)c3ccc(Br)cc3)n2)c1
→ 9%, -23%
Cc1sc(NC(=O)COc2ccc(C(C)(C)C)cc2)c(C(=O)OC(C)C)c1C
→ -17%, -22%
COc1cccc(C2=C(C(C)=O)Sc3nnc(C4CCCCC4)n3N2C(C)=O)c1
→ 33%, -5%
COc1ccc(NC(=O)CCSc2nc(-c3ccco3)cc(C(F)(F)F)n2)cc1OC
→ 16%, 7%
CC(C)CCNC(=O)C1CCN(C(=O)N2CCOc3ccc(Cl)cc32)CC1
→ 1%, 7%
Cc1cccc(NC(=O)CN(C)S(=O)(=O)c2ccc3c(c2)c(=O)n(C)c(=O)n3C)c1C
→ -31%, -18%
COCCNc1ncnc2c1cnn2-c1cc(Cl)ccc1C
→ -18%, 4%
COc1ccc(NC(=O)c2cc(-c3ccccc3F)no2)cc1
→ 8%, -14%
CCCCN(CCCC)S(=O)(=O)c1ccc2oc(C(=O)NCc3ccccc3)c(C)c2c1
→ 28%, -6%
COc1ccc(C)cc1NC(=O)Cn1c(=O)n(Cc2nc(C)no2)c(=O)c2ccccc21
→ -18%, -19%
CC1=C(C(=O)Nc2ccc(C)cc2C)C(c2cccs2)n2nc(SCc3ccccc3Cl)nc2N1 (stereo not drawn)
→ -40%, -7%
CC(C)c1ccc(C2CC(=O)N3CN(C4CCCCC4)CSC3=C2C#N)cc1 (stereo not drawn)
→ u, 12%
CCn1c(=O)c2cc(C(=O)Nc3cc(C)c(Cl)cc3OC)sc2c2ccccc21
→ -9%, -9%
CCn1c(C)c(C)c2cc(C(=O)NCCc3ccc(C)cc3)ccc21
→ u, -10%
CCOc1ccc(CCNC(=O)c2cc(Nc3ccc(C)cc3C)nc3ccccc23)cc1OCC
→ -10%, -9%
O=C(NCC(c1cccnc1)N1CCc2ccccc21)c1ccccc1Br (stereo not drawn)
→ 2%, 3%
COc1cccc(-c2cn3c(n2)sc2cc(C(=O)NCCc4ccc(OC)c(OC)c4)ccc23)c1
→ 17%, 11%
O=C(NCCc1csc(-c2ccc(C(F)(F)F)cc2)n1)C(=O)Nc1cc(F)ccc1F
→ -7%, 3%
Cc1ccc(NC(=O)c2sc3nc(-c4cc5ccccc5oc4=O)[nH]c(=O)c3c2C)c(C)c1
→ -36%, -3%
CCc1ccc(CNC(=O)C(CC)n2nc(C)c3c(C)n(-c4ccccc4)nc3c2=O)cc1 (stereo not drawn)
→ 8%, -50%[inhibitor]
Cc1ccc(Oc2nc3ccccn3c(=O)c2/C=C(\C#N)c2nc3ccccc3s2)c(C)c1
→ 25%, -5%
CCOc1ccc(CCNC(=O)c2c3c(nc4ccccc24)C(=O)N(C2CCCCC2)C3)cc1
→ 14%, -8%
Cc1ccc(NC(=O)CCCN2C(=O)COc3ccc(C)cc32)c(C)c1
→ 27%, 0%
Cc1nc2ccn(Cc3ccccc3)c(=O)c2cc1C(=O)NCc1ccccc1F
→ 32%, 0%
Cc1ccc(CN(Cc2ccco2)C(=O)c2ccc(OCC(C)C)cc2)cc1
→ 11%, -11%
Cc1ccc(NC(=O)CSc2[nH]c(=O)ncc2C)cc1
→ 43%, -13%
COc1ccc(S(=O)(=O)N(C(=O)c2ccncc2)c2ccc3oc(C)c(C(C)=O)c3c2)cc1
→ 8%, 9%
Cc1ccc(C)n1-c1nnc(N2CCC(C(=O)NCc3ccc(F)cc3)CC2)s1
→ 14%, -8%
CC(=O)Nc1c(C)nn(-c2ccccc2)c1N1CCC(C(=O)Nc2ccc(C)cc2Cl)CC1
→ 18%, 7%

# Next part, overlapping the part above by 2 compounds.
# Under each structure – FUS suppressor, Abeta yeast res
Cc1ccc(C)n1-c1nnc(N2CCC(C(=O)NCc3ccc(F)cc3)CC2)s1
→ 14%, -8%
CC(=O)Nc1c(C)nn(-c2ccccc2)c1N1CCC(C(=O)Nc2ccc(C)cc2Cl)CC1
→ 18%, 7%
CC(C)c1ccc(NC(=O)C(NS(=O)(=O)c2ccc3c(c2)CCC(=O)N3)c2ccccc2)cc1 (stereo not drawn)
→ 7%, -4%
CCOC(=O)c1cnc2ccc(OC(F)(F)F)cc2c1Nc1ccccc1C(=O)O
→ -15%, -2%
COc1ccc(CCNC(=O)c2ccc3c(c2)CCN3S(=O)(=O)c2ccc(C)cc2)cc1OC
→ u, 13%
COc1ccc(Nc2c3c(nc4nncn24)CCC3)cc1OC
→ -22%, -7%
CCOc1ccc(N(C(=O)c2ccccc2F)S(=O)(=O)c2ccc3c(c2)n(C)c(=O)n3C)cc1
→ u, 7%
CCOc1ccc(NC(=O)Cn2nnc(C(=O)NCCc3ccccc3)c2N)cc1
→ -16%, -5%
CN(C)c1ccc(C(CNS(=O)(=O)c2ccc(Br)cc2)N2CCCC2)cc1 (stereo not drawn)
→ -17%, -8%
CCc1ccc(-n2c(C)nnc2SCc2nc(-c3ccc(OC)cc3)no2)cc1
→ 33%, -3%
Cc1ccccc1CN1c2ccccc2-c2nc(SCC(=O)c3ccc(Cl)cc3)ncc2S1(=O)=O
→ 15%, -9%
Cc1cccc(N(CC(=O)NCCc2ccccc2)S(=O)(=O)c2ccccc2)c1C
→ 42%, -5%
Fc1ccc(Nc2c(-c3c[nH]c4ccccc34)nc3ccccn23)cc1
→ 7%, -5%
COc1ccc(CNC(=O)c2cc(Nc3ccc(OC)cc3OC)nc3ccccc23)cc1
→ 17%, -4%
COc1ccc(CN2CCc3c(c(=O)n4ncc(C(=O)N5CCN(c6ccccc6OC)CC5)c4n3C)C2)cc1
→ 44%, -5%
Cc1ccc(NC(=O)c2c(C)oc3ccc(O)c(CN4CCN(Cc5ccccc5)CC4)c23)cc1
→ 21%, -20%
O=C(Cc1ccc(NC(=O)N2CCCCc3ccccc32)cc1)Nc1ccccc1Br
→ 17%, -6%

# Complete entries, quoted from the list. Order of values: FUS suppressor	Abeta yeast res
# CCc1ccc(-n2c(C)nnc2SCc2nc(-c3ccc(OC)cc3)no2)cc1 across the screens: 33%	-3%
# Cc1ccc(NC(=O)c2c(C)oc3ccc(O)c(CN4CCN(Cc5ccccc5)CC4)c23)cc1 across the screens: 21%	-20%
# Cc1cccc(N(CC(=O)NCCc2ccccc2)S(=O)(=O)c2ccccc2)c1C across the screens: 42%	-5%
# COc1ccc(CNC(=O)c2cc(Nc3ccc(OC)cc3OC)nc3ccccc23)cc1 across the screens: 17%	-4%
# CN(C)c1ccc(C(CNS(=O)(=O)c2ccc(Br)cc2)N2CCCC2)cc1 (stereo not drawn) across the screens: -17%	-8%

# (list continues)
# Under each structure – FUS suppressor, Abeta yeast res
Cc1ccccc1CNC(=O)c1c(C)oc2c1C1=NCCN1C=N2
→ -13%, -14%
COc1ccc(OC)c(CNC(=O)c2cnc3c(C)cccn3c2=O)c1
→ -1%, -6%
COc1ccc(OC)c(CNS(=O)(=O)c2c(C(=O)N3CCC(C)CC3)c(C)n(C)c2C)c1
→ 17%, -5%
Cc1ccc(OCCCn2c(-c3ccc(Cl)cc3)nc3ccccc3c2=O)cc1C
→ -10%, -14%
COc1ccc(C(=O)CSc2c(C(C)C)cnc3c2c(=O)n(C)c(=O)n3C)cc1
→ 38%, -1%
COc1ccc(C2C(=O)N(C3CCCCCC3)CC(=O)N2CCc2ccccc2)cc1 (stereo not drawn)
→ 0%, -15%
COc1ccccc1C(=O)Nc1c(C(=O)Nc2ccccc2F)oc2ccccc12
→ 17%, -3%
COc1ccc2[nH]c(=O)c(CN(C(=O)c3cccc(Cl)c3)c3ccccc3OC)cc2c1
→ -8%, -13%
Cc1ccc(CNC(=O)c2c(Nc3c(C)cccc3C)sc(C(=O)c3ccccc3)c2N)cc1
→ 36%, 15%
COc1ccc(-n2nc3cc(C)c(NC(=O)COc4cccc(C)c4)cc3n2)cc1
→ 7%, -3%
CC(=O)c1ccc(N2CCN(S(=O)(=O)c3ccc(-c4cc(C(F)(F)F)on4)s3)CC2)cc1
→ 2%, -2%
COc1ccc(NC(=O)c2sc3nc4c(c(-c5ccc(OC)cc5)c3c2N)C(=O)CC(C)(C)C4)cc1
→ -5%, -12%
CCn1c2ccccc2c2cc(NC(=O)COc3ccc(C)cc3C)ccc21
→ -24%, -12%
COc1ccc(-n2c(C)c(C(C)=O)c3cc(OC(=O)c4ccc(C)cc4)ccc32)cc1
→ -13%, -5%
CCOC(=O)c1cc(-c2ccc(OC)cc2)n(CCC(=O)Nc2ccc(OC)cc2OC)c1C
→ u, -14%
O=C(CCc1ccccc1)N1CCc2c([nH]c3ccccc23)C1c1ccc(F)cc1 (stereo not drawn)
→ u, -3%
Cc1nc2ccc(S(=O)(=O)CCC(=O)Nc3ccc(C(C)C)cc3)cc2s1
→ 18%, 11%
CCOc1ccc(NS(=O)(=O)c2ccc3[nH]cc(C(=O)N(C)C4CCCCC4)c(=O)c3c2)cc1
→ 16%, 12%
CCc1ccc(NC(=O)C2=C(C)C(=O)OC23CCCCC3)cc1
→ 7%, -6%
CCCOC(=O)c1c(NC(=O)C2c3ccccc3Oc3ccccc32)sc2c1CCCC2
→ -7%, -4%
Cc1ccc2c(c1)N(C(=O)CCC(=O)NCc1ccccc1F)CC(C)O2 (stereo not drawn)
→ 18%, 6%
CCCCn1cc(S(=O)(=O)c2cc(C)ccc2C)c(=O)c2cc(F)c(N3CCC(C)CC3)cc21
→ 12%, -10%
Nc1c(C(=O)NCc2ccccc2)nnn1Cc1cccc(Br)c1
→ 15%, -6%
COC(=O)c1ccc(Cl)cc1NC(=O)Nc1nnc(N2CCCC2)s1
→ -17%, -17%
CCOC(=O)c1ccc(N2C(=O)c3[nH]nc(-c4ccc(C)cc4)c3C2c2cccs2)cc1 (stereo not drawn)
→ u, -5%
